Screens deposited in PubChem by National Center for Advancing Translational Sciences (NCATS).
Lipid storage S3: qHTS Assay for Lipid Storage Modulators in Drosophila S3 Cells; Drosophila S3 cells, BODIPY lipid droplet fluorescence, 18-24 h; cells fed with added oleic acid; lipid storage change, negative = inhibition, % at the top dose, mostly 46.1 µM; hits show Potency in µM; hit rate 0.64% among 320,000; active = well fitted inhibition curve with a large enough effect in the signal ratio, with a control signal flat, not every such curve was filed as active; inconclusive = small, poorly fitted or top-dose-only effect, or effect the other way, or a change in a side signal; the % refers to the signal ratio
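Drosophila S3 cells got compounds at several concentrations plus oleic acid (400 uM solution). Laser-scanning cytometry with 488 nm excitation read lipid droplets at 500-530 nm and cells at 575-640 nm. Percent activity was relative to 20 uM Triacsin C.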
Lipid storage S3 cell count max: also measured in Lipid storage S3; calls as there; cell number change, %; measured here: cell count max response;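 cells counted by Cell Tracker Red CMTPX staining in the red channel; peak over a dose series mostly up to 46.1 µM; percent activity relative to internal control wells on each plate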
Numbers without * were called inactive. % is set by controls: 0 for no effect and ±100 for the full control effect; potency is the fitted concentration of half-maximal effect. Not all compounds are listed; the hit share may differ from the screen's.

Screening CCCS(=O)(=O)NCc1cn2c(C)csc2n1 returned Lipid storage S3 inactive.
Screening CC1(C)CC(=O)C(C(c2ccco2)C2C(=O)CC(C)(C)CC2=O)C(=O)C1 returned Lipid storage S3 inconclusive.
`O=C(NCC1COc2ccccc2O1)C1CCCN(S(=O)(=O)c2cnc[nH]2)C1` (centres undefined) gave Lipid storage S3 inactive.
`COCCn1c(Cc2ccccc2)nnc1SCC(=O)N1CCCC1=O` gave Lipid storage S3 10.9% and Lipid storage S3 cell count max 2.9.
For COC(=O)c1ccc(NC(=O)CSc2nnc(CNc3ccc(OC)cc3)n2C)cc1 the results were Lipid storage S3 -9.0% and Lipid storage S3 cell count max 9.6.
`CCn1c(SCc2cc(=O)[nH]c3ccccc23)nnc1C1CC1` gave Lipid storage S3 inconclusive.
`CC(=O)Nc1nc2c(s1)C(=O)NCCC2` gave Lipid storage S3 inconclusive.
`Oc1ccc2nc(Cc3ccccc3)[nH]c2c1` gave Lipid storage S3 inactive and Lipid storage S3 cell count max 23.2.
COc1ccc(S(=O)(=O)N2CCC(C)CC2)cc1OC was read as Lipid storage S3 inactive and Lipid storage S3 cell count max 28.5.
Screening O=C(O)c1cccc(S(=O)(=O)NCc2cccs2)c1 returned Lipid storage S3 inconclusive.
For CCOc1ccc(OCc2ccc(C(=O)Nc3ccc(Cl)cn3)o2)cc1 the results were Lipid storage S3 12.2% and Lipid storage S3 cell count max 16.1.
`Cn1c(CCN2CCCCC2)nc2cc(NC(=O)COc3ccc(Cl)cc3)ccc21` gave Lipid storage S3 inconclusive.
For Nn1c(SCC(=O)Nc2cc(S(=O)(=O)N3CCOCC3)ccc2Cl)nnc1-c1cccnc1 the results were Lipid storage S3 21.0% and Lipid storage S3 cell count max 19.1.
`CC(C)c1csc(CN2CCCC(CNC(=O)c3cccc4ccccc34)C2)n1` (centres undefined) gave Lipid storage S3 inconclusive.
Cc1ccc(N=Nc2c(N)nn3c(C)cc(C)nc23)cc1 was read as Lipid storage S3 inconclusive.
CCOc1ccccc1N(C)C(=O)c1nn(-c2ccc(OC)cc2OC)c(=O)c2ccccc12 was read as Lipid storage S3 4.8% and Lipid storage S3 cell count max 7.8.
Screening COc1ccc(N2C(=O)c3ccc(C(=O)Nc4ccccc4OC)cc3C2=O)cc1 returned Lipid storage S3 inconclusive.
`COC(=O)c1sc(S(=O)(=O)N2CCN(c3ccc(OC)cc3)CC2)c(C(=O)OC)c1C` gave Lipid storage S3 inconclusive.
For COc1cccc(-c2nnc(Nc3nc4c(F)cccc4s3)o2)c1 the results were Lipid storage S3 inconclusive.
Screening COc1ccc(CNC(=O)C(c2ccco2)N(C(=O)Cc2cccs2)c2cccnc2)cc1 (centres undefined) returned Lipid storage S3 -1.9% and Lipid storage S3 cell count max -3.1.
`Cc1csc(NC(=O)c2ccc(S(=O)(=O)N3CCCC3)cc2)n1` gave Lipid storage S3 3.5% and Lipid storage S3 cell count max 5.7.
O=C(Nc1cccnc1)c1ccc(COc2ccccc2Br)cc1 was read as Lipid storage S3 inconclusive.
CN(CCc1ccccn1)C(=O)c1ccc(OC2CCN(Cc3ccccn3)CC2)cc1 was read as Lipid storage S3 inconclusive.
Screening CCc1cccc(CC)c1NC(=O)CSc1nc2ccc(N3C(=O)C4C5C=CC(C5)C4C3=O)cc2s1 (centres undefined) returned Lipid storage S3 inactive and Lipid storage S3 cell count max -3.8.
For CCNc1ccc(C(=O)OCC(=O)NCCN2C(=O)CSC2=O)cc1[N+](=O)[O-] the results were Lipid storage S3 1.0% and Lipid storage S3 cell count max 6.8.
`O=C(N/C(=C\c1cccc([N+](=O)[O-])c1)C(=O)N1CCOCC1)c1ccc([N+](=O)[O-])cc1` gave Lipid storage S3 -5.0% and Lipid storage S3 cell count max 2.1.
For CCOC(=O)N1CCN(Cc2nc3c(c(=O)n(C)c(=O)n3C)n2CCCc2ccccc2)CC1 the results were Lipid storage S3 inconclusive.
COCCN(C(=O)Nc1ccc(OC)cc1OC)C1CCN(C(C)C)CC1 was read as Lipid storage S3 inconclusive.
`COc1ccccc1-c1nnc2sc(COc3ccc(Cl)cc3Cl)nn12` gave Lipid storage S3 inconclusive.
O=C(NCC1CCS(=O)(=O)C1)NCC1CCS(=O)(=O)C1 (centres undefined) was read as Lipid storage S3 inconclusive.
O=C(Cn1ccc([N+](=O)[O-])n1)N1CCc2ccccc21 was read as Lipid storage S3 17.7% and Lipid storage S3 cell count max 5.9.
For CC1(C)CC(=O)C2=C(C1)Nc1ncnn1C2c1ccccn1 (centres undefined) the results were Lipid storage S3 inconclusive.
`Cc1n[nH]c(=O)c2c(NC(=O)CSc3nnc(-c4ccncc4)n3C)oc(C)c12` gave Lipid storage S3 inconclusive.
For CC(=O)c1cc2c(cc1NS(=O)(=O)c1ccccc1Br)OCO2 the results were Lipid storage S3 inconclusive.
COc1ccc(Cl)cc1NC(=O)CN(C)C(=O)Cc1ccsc1 was read as Lipid storage S3 inconclusive.
`COCCNc1c2c(c(C#N)c3nc4ccccc4n13)CCCC2` gave Lipid storage S3 inconclusive.
`Clc1ccc(C2=Nn3c(Cn4nnc5ccccc54)nnc3SC2)cc1` gave Lipid storage S3 -1.9% and Lipid storage S3 cell count max -4.1.
COc1cc(C(=O)Nc2ccc(NC(=O)C3CC3)nc2)cc(OC)c1OC was read as Lipid storage S3 inconclusive.
C/C=C(\C)C(=O)OC(C)(C)[C@H]1Cc2cc3ccc(=O)oc3cc2O1 was read as Lipid storage S3 6.1% and Lipid storage S3 cell count max 18.5.
Screening COC(=O)[C@@H]1C[C@]2(OC(=O)c3ccccc3)C=CC(=O)C[C@@H]2N1C(=O)OCc1ccccc1 returned Lipid storage S3 inconclusive.
Screening Cc1cc(NC(=O)c2cc(-c3ccco3)on2)n(-c2ccccc2)n1 returned Lipid storage S3 3.8% and Lipid storage S3 cell count max -12.5.
`CCCCn1c(N)c(-c2nc3ccccc3o2)c2c([N+](=O)[O-])nn(C)c(=O)c21` gave Lipid storage S3 inconclusive.
For Cc1nn(-c2ccccc2)c(C)c1/C=N/NC(=O)CSc1nnc(-c2ccccc2)n1-c1ccc(Cl)cc1 the results were Lipid storage S3 inconclusive.
`CCn1c(SCCOc2ccc(Cl)cc2)nnc1-c1cccs1` gave Lipid storage S3 11.0% and Lipid storage S3 cell count max -21.2.
Screening Cc1ccc(C(C(=O)NCc2ccco2)N(CCc2ccccc2)C(=O)Cn2nnc3ccccc32)o1 (centres undefined) returned Lipid storage S3 3.4% and Lipid storage S3 cell count max -19.1.
For Cc1cc(C)c(OCC(=O)NCC2CCCO2)c(C)c1 (centres undefined) the results were Lipid storage S3 1.8% and Lipid storage S3 cell count max 18.0.
CCN(CC(=O)NCc1ccc(Cl)cc1)C(=O)CSc1ccc(F)cc1 was read as Lipid storage S3 -6.5%.
For CCCCNC(=O)c1ccccc1NC(=O)c1ccccc1N(C)S(C)(=O)=O the results were Lipid storage S3 inactive.
For Nc1nonc1-n1nnc(C(=O)N/N=C/c2ccco2)c1CSc1ccccc1 the results were Lipid storage S3 inconclusive.
For O=C(NCc1ccc2c(c1)OCO2)c1ccc(Br)s1 the results were Lipid storage S3 18.6% and Lipid storage S3 cell count max 15.1.
Screening Cc1cccc(C(=O)N2CCN(S(=O)(=O)N3CCCCC3)CC2)c1 returned Lipid storage S3 24.0%.
`CC(C)C(=O)Nc1ccc([N+](=O)[O-])c(C(F)(F)F)c1` gave Lipid storage S3 inactive.
For CCC1CCC(C(=O)NC(C(=O)NCCCN2CCCCC2C)C(C)C)CC1 (centres undefined) the results were Lipid storage S3 -2.4% and Lipid storage S3 cell count max -0.7.
COc1ccccc1-c1nnc(SCC(=O)c2c(N)n(C3CC3)c(=O)[nH]c2=O)o1 was read as Lipid storage S3 inconclusive.
`COc1ccc(C2c3ccc(O)cc3Oc3ncn4nc(-c5ccccn5)nc4c32)cc1` (centres undefined) gave Lipid storage S3 inconclusive.
O=C(/C=C/c1ccccc1)N/C(=C/c1ccccc1)C(=O)Nc1cccc(C(=O)O)c1 was read as Lipid storage S3 -2.5% and Lipid storage S3 cell count max -9.4.
For Cc1cccc(N2CCN(C(c3cccs3)c3nnnn3C(C)(C)C)CC2)c1C (centres undefined) the results were Lipid storage S3 inconclusive.
Screening CC(C)c1ccc(S(=O)(=O)NCc2ccc3c(c2)OCO3)cc1 returned Lipid storage S3 5.5% and Lipid storage S3 cell count max 1.6.
O=C(Nc1ccc(Oc2ccccc2)cc1)C1CCN(c2c3c(nc4ncnn24)CCC3)CC1 was read as Lipid storage S3 inconclusive.
`Cc1ccc2cc(C=O)c(N(C)C)nc2c1` gave Lipid storage S3 inconclusive.
`CC(C)CC1Nc2ccc(C(=O)NCc3ccc4c(c3)OCO4)cc2NC1=O` (centres undefined) gave Lipid storage S3 inconclusive.
CCCCOc1ccc(CSc2n[nH]c(C)n2)cc1 was read as Lipid storage S3 inconclusive.
CC(C)C(=O)OCc1cn(-c2ccc(Cl)c(Cl)c2)nn1 was read as Lipid storage S3 inconclusive.
For CC(C)(C)NC(=O)C1Cc2ccccc2CN1C(=O)Nc1ccccc1Cl (centres undefined) the results were Lipid storage S3 11.2% and Lipid storage S3 cell count max 6.9.
CCCN1Cc2cccc(C(N)=O)c2C1=O was read as Lipid storage S3 16.5% and Lipid storage S3 cell count max 3.5.
O=C(NCc1ccccn1)c1cn(CCc2ccccc2)nn1 was read as Lipid storage S3 inconclusive.
Screening O=C(/C=C/c1cn(CC(O)CN2CCCCC2)c2ccccc12)c1ccccc1 (centres undefined) returned Lipid storage S3 11.1% and Lipid storage S3 cell count max -5.4.
`N[C@@H]1CONC1=O` gave Lipid storage S3 -2.4% and Lipid storage S3 cell count max -6.8.
For S=c1[nH]nc(-c2ccco2)n1/N=C/c1ccc(Cl)cc1Cl the results were Lipid storage S3 -0.1% and Lipid storage S3 cell count max -11.9.
COc1ccc(CN2CCCC(C(=O)Nc3cccc(-n4cccn4)c3)C2)cc1 (centres undefined) was read as Lipid storage S3 inconclusive.
For Cc1nc(N)[nH]c(=O)c1CCC(=O)OCC(C)C the results were Lipid storage S3 12.1% and Lipid storage S3 cell count max 9.9.
For O=C(NCC1CCN(S(=O)(=O)c2ccccc2)CC1)Nc1ccccc1 the results were Lipid storage S3 -14.4% and Lipid storage S3 cell count max -18.2.
For O=C(Nc1ccc2c(c1)OCCO2)c1cnn(-c2ccccc2)n1 the results were Lipid storage S3 inconclusive.
For COc1ccc(N2CCN(C(=O)Cn3c(=O)[nH]c4ccccc4c3=O)CC2)cc1 the results were Lipid storage S3 -15.0% and Lipid storage S3 cell count max -3.5.
Screening O=C(Nc1cccc(-n2cnnn2)c1)c1cccc(Cl)c1 returned Lipid storage S3 14.6µM* and Lipid storage S3 cell count max -16.0*.
`CCC(=O)N1c2ccccc2[C@@H](N(C(C)=O)c2ccccc2)C[C@H]1C` gave Lipid storage S3 inactive and Lipid storage S3 cell count max -8.3.
`CC(=O)Nc1ccc2c(CSc3nnc(-c4cccnc4)n3-c3ccc(C)cc3C)cc(=O)oc2c1` gave Lipid storage S3 inconclusive.
Screening C=CCn1c(=O)c(C(=O)NCCNCC)c(O)c2ccccc21 returned Lipid storage S3 inconclusive.
For CNc1c(NS(=O)(=O)c2ccc(OC)c(Cl)c2)c(=O)oc2ccccc12 the results were Lipid storage S3 16.4µM* and Lipid storage S3 cell count max -27.3*.
For CCC(C)[C@H](NC(=O)N1CCCC1)C(=O)O (some centres undefined) the results were Lipid storage S3 inconclusive.

3 successive records already listed:
Screening CCCS(=O)(=O)NCc1cn2c(C)csc2n1 returned Lipid storage S3 inactive.
Screening CC1(C)CC(=O)C(C(c2ccco2)C2C(=O)CC(C)(C)CC2=O)C(=O)C1 returned Lipid storage S3 inconclusive.
`O=C(NCC1COc2ccccc2O1)C1CCCN(S(=O)(=O)c2cnc[nH]2)C1` (centres undefined) gave Lipid storage S3 inactive.

(listing goes on)
Screening COc1cc(S(=O)(=O)N2CCOCC2)cc(C(=O)OCC(=O)NC2CCCCC2)c1OC returned Lipid storage S3 inconclusive.
For CC1=C(C(=O)OCc2ccc3c(c2)OCO3)C(c2ccccc2)NC(=O)N1 (centres undefined) the results were Lipid storage S3 inconclusive.
For N#CCCN(C(=O)COC(=O)c1cc2ccccc2oc1=O)c1ccccc1 the results were Lipid storage S3 inconclusive.
Screening Cn1cc([N+](=O)[O-])c(C(=O)N/N=C/c2ccccc2)n1 returned Lipid storage S3 14.1% and Lipid storage S3 cell count max 1.1.
O=C(CCn1c(=O)c2sccc2n(Cc2cc(=O)n3ccccc3n2)c1=O)NCc1ccco1 was read as Lipid storage S3 1.6% and Lipid storage S3 cell count max -17.1.
For O=C(O)c1ccc(OCC(O)Cn2c3ccccc3c3ccccc32)cc1 (centres undefined) the results were Lipid storage S3 4.1% and Lipid storage S3 cell count max 2.2.
For C=CCNC(=S)NCC1COc2ccccc2O1 (centres undefined) the results were Lipid storage S3 3.1% and Lipid storage S3 cell count max 20.5.
For CN1C(=O)CSC1=NC12CC3CC(CC(C3)C1)C2 the results were Lipid storage S3 inactive.

Reprinted at random: 5 entries already listed
For COc1ccc(N2CCN(C(=O)Cn3c(=O)[nH]c4ccccc4c3=O)CC2)cc1 the results were Lipid storage S3 -15.0% and Lipid storage S3 cell count max -3.5.
`COc1ccc(C2c3ccc(O)cc3Oc3ncn4nc(-c5ccccn5)nc4c32)cc1` (centres undefined) gave Lipid storage S3 inconclusive.
COc1ccccc1-c1nnc(SCC(=O)c2c(N)n(C3CC3)c(=O)[nH]c2=O)o1 was read as Lipid storage S3 inconclusive.
`Oc1ccc2nc(Cc3ccccc3)[nH]c2c1` gave Lipid storage S3 inactive and Lipid storage S3 cell count max 23.2.
Screening COc1cc(S(=O)(=O)N2CCOCC2)cc(C(=O)OCC(=O)NC2CCCCC2)c1OC returned Lipid storage S3 inconclusive.
